# From PubChem BioAssay
# STK33 inh: inhibitors of purified STK33 kinase, primary screen, biochemical, ADP-Glo luminescence, homogeneous, cell-free. MBP phosphorylation. AID 2661, 2010. Serine/threonine-protein kinase 33 (Homo sapiens), Q9BYT3. inhibition, % at 10 µM. actives 0.073% (n = 320,000);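 active = inhibition at or above 25%, using the most active replicate where run in duplicate; inactive = inhibition below 25%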
# Target sequence (Q9BYT3 whole entry, looked up): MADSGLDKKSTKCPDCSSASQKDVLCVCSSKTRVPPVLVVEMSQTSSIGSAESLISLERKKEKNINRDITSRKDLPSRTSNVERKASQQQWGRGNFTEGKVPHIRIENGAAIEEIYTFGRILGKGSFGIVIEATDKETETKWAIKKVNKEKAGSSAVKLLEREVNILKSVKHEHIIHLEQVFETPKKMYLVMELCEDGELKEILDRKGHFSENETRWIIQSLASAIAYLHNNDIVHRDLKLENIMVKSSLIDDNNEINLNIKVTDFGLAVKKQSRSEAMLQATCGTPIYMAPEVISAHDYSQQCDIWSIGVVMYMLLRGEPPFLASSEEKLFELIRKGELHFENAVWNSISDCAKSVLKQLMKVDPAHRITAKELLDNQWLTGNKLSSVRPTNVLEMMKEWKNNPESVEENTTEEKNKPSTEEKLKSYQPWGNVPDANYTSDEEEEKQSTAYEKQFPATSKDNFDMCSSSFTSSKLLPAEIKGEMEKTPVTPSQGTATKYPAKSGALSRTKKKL
# Kir21 inh: inhibitors of mouse Kir2.1 inward-rectifier potassium channel; HEK293-Kir2.1, FluxOR thallium flux fluorescence; hits give low values; Inward rectifier potassium channel 2 (Mus musculus), P35561; actives 0.85% (n = 310,000); B-score at 10 µM;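 active = fluorescence ratio B-score at or below minus 3 SD of library scores, with starting-brightness B-score within 2 SD, cut at about -4.2 in these data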;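 note: channel flux triggered by added potassium and thallium sulfate stimulus; B-score of peak minus minimum fluorescence over baseline after thallium stimulus; more negative B-score means stronger Kir2.1 block with less thallium influx; some compounds called inactive have numbers as strong as hits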
# Target sequence (P35561 whole entry, looked up): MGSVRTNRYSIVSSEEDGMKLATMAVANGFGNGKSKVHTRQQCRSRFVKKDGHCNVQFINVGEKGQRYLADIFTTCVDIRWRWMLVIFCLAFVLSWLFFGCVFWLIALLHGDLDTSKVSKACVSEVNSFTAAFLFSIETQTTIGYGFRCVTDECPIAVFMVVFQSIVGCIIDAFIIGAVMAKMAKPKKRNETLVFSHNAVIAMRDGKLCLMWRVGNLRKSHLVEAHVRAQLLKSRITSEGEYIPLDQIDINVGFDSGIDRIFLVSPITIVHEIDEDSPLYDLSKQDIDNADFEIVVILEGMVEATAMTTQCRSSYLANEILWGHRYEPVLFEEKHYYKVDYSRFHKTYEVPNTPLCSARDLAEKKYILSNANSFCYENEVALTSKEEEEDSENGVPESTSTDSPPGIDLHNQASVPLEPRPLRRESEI
# The depositor's hits bear a star; x = not tested or not shown; & = joins results of further samples. An excerpt; rates above refer to the full screens.
SMILES	STK33 inh	Kir21 inh
Cc1ccc(N2C(=O)NC(=O)C(CCc3ccccn3)(Cc3ccc(F)cc3)C2=O)cc1 (stereo not given)	-2.1	0.23
CC(=NCCCn1ccnc1)c1c(O)n(-c2ccccc2)c(=O)[nH]c1=O	0.3	-1.4
Clc1ccc(N2CCNCC2)nn1	-2.6	-0.04
COc1ccc(-c2nc(CS(=O)CC(=O)N3CCC4(CC3)OCCO4)c(C)o2)cc1 (stereo not given)	0.2	0.73
CCC(=Nc1ccc(OC)cc1OC)c1c(O)[nH]c(=O)[nH]c1=O	0.0	-0.73
CC1CN(C(=O)CCC(=O)N2CCC3(CC2)OCCO3)c2cc(Cl)ccc2O1 (stereo not given)	1.3	0.07
COc1ccc(F)cc1C(=O)C1CCCN(Cc2ccc(O)cc2)C1 (stereo not given)	0.0	-1.3
CC(=O)Cc1ccc(OC(C)C)cc1	0.8	-1.1
COc1ccc(CN2CC=C(c3ccc(F)cc3)CC2)cc1Br	0.7	1.9
Cc1cc(Oc2cc(NN3CCCCC3)c([N+](=O)[O-])cc2[N+](=O)[O-])ccc1[N+](=O)[O-]	-0.1	0.6
CCOc1cc(/C=C2\C(=O)NC(=O)N(CCc3ccc(F)cc3)C2=O)ccc1O	3.1	-0.99
O=C(NC(=O)c1c(F)cccc1F)Nc1cc(Cl)c(F)c(Cl)c1F	-1.2	0.22
CCOC(=O)c1cc(C(O)(C(=O)OC)C(F)(F)F)c(/N=C/N(C)C)o1 (stereo not given)	-1.4	2.1
C/C=C(\C)C(=O)N[C@@H](c1ccccc1)[C@@H](O)C(=O)O[C@H]1C[C@@]2(O)[C@@H](OC(=O)c3ccccc3)C3[C@](C)(C(=O)[C@H](O)C(=C1C)C2(C)C)[C@@H](O)C[C@H]1OC[C@@]31OC(C)=O (stereo not given in full)	-2.0	1.1
CCC(=NCCO)c1c(O)n(-c2ccc(Cl)cc2)c(=O)[nH]c1=O	-3.1	-0.05
COc1cccc(CC(=O)N2CCN(Cc3cccc(Cl)c3)CC2)c1	-0.5	-0.25
CCCNC(=O)c1c(N)n(Cc2ccco2)c2nc3ccccc3nc12	6.5	-0.58
CCOP(=O)(OCC)C(Cc1ccccc1)NC(C)=O (stereo not given)	-6.2	0.05
COc1ccccc1N1CCN(Cc2c(F)cccc2F)CC1	-1.6	0.24
COc1ccc(CCNCc2cccn2C)cc1	-0.4	0.51
FC(F)(F)c1ccc2c(c1)NP(=S)(N1CCOCC1)c1nccn1-2 (stereo not given)	-0.6	-1.1
C/C(=N/OC(=O)N(C)C)c1ncc(C(F)(F)F)cc1N1CCOCC1	-1.2	-0.74
Cc1ccc(N2C(=O)NC(=O)/C(=C/C=C/c3ccco3)C2=O)cc1	8.4	0.26
CC1=CC(=C2C(=O)NC(=S)NC2=O)C=C(C(F)(F)F)N1Cc1ccccc1	-1.5	1.2
COc1ccc(N2C(=O)/C(=C/c3ccc(N(C)C)o3)C(=O)NC2=S)cc1	0.8	-1.6
Cc1ccc2c(c1)=C/C(=C\c1c(O)[nH]c(=O)[nH]c1=O)C(=O)N=2	0.1	1.2
c1ccc(NC2=NCCS2)cc1	-0.8	-0.9
CC(C)OCC(O)CN1CC2C[C@@H](C1)Cn1c2cccc1=O (stereo not given in full)	-0.1	-0.2
CN1CCN(c2ccc(S(=O)(=O)C(F)(F)F)cc2[N+](=O)[O-])CC1	-0.5	0.56
O=C(CN1CCCC1=O)NCCc1ccccc1	-1.2	0.25

# (listing goes on)
SMILES	STK33 inh	Kir21 inh
O=C(c1ccccc1F)c1cn(Cc2ccccc2)c2ccccc12	-1.3	-0.35
O=C(Nc1ccccc1OC(=O)N1CCCCC1)N1CCCCC1	-1.7	0.62
COCCNC(=O)CN1C(=O)C(C)N=C(c2ccccc2)c2cc(Cl)ccc21 (stereo not given)	-0.6	1.2
C[C@]12CC[C@@H](O)CC1=CC(=O)C1C2CC[C@]2(C)C(=O)CCC12 (stereo not given in full)	0.8	x
NNC(N)=O	-2.2	x
O=C1NC(=S)NC(=O)C1=Cc1ccc(OCC(=O)N2CCCC2)cc1	-3.2	0.29
COc1cc(OC)c(C=O)c(OC(=O)N(C)C)c1	2.7	-1.2
Cc1nn(C2CCOC(C)(C)C2)c2c1C(c1ccc(OC(C)C)cc1)SCC(=O)N2 (stereo not given)	-0.1	-0.06
CCOc1ccc(N=Cc2c(O)n(CCc3ccc(OC)c(OC)c3)c(=O)[nH]c2=O)cc1	-1.2	0.21
CC1(C)NCCN2C(=O)CSC21 (stereo not given)	-1.8	0.07
COC(=O)c1ccc(NC(=O)NC(=O)Oc2ccccc2)cc1	0.6	x
NC(Cc1ccccc1)Cc1ccccc1	-0.6	0.82
O=C(CCl)Nc1nccs1	-1.6	0.05
COc1ccc2c(c1)CC1(CN2C)C(=O)NC(=O)N(CCc2ccccc2)C1=O (stereo not given)	-0.4	-1.4
O=P(C(=Nc1ccc(Cl)cc1)N1CCOCC1)(N1CCOCC1)N1CCOCC1	-0.4	x
O=C(OCC(=O)c1ccc([N+](=O)[O-])cc1)/C(=C\c1ccc(Cl)cc1)NC(=O)c1ccccc1	-0.1	-0.17
N=C1c2ccccc2CN1NC(=O)c1ccc(Br)cc1	-0.2	-0.46
CC(c1ccccc1)n1cncc1C(=O)O (stereo not given)	2.0	-0.49
Fc1ccccc1CCNCc1cccc2ccccc12	0.5	-12*
CC(=O)N1N=C2C3CCN(CC3)C2C1c1cccc2ccccc12 (stereo not given)	-2.0	0.36
Cc1ccc(-n2c(/C=C/c3ccccn3)nc3ccccc3c2=O)cc1	x	-0.63
CC12CC[C@H]3[C@@H](CCC4(O)C[C@H](O)CCC34/C=N/NC(=O)c3ccccc3O)C1(O)CCC2C1=CC(=O)OC1 (stereo not given in full)	-1.6	0.58
CCCCCCN1CCN(c2ccc(Cl)cc2)CC1	-0.3	0.48
O=[N+]([O-])c1cc(-n2cnnn2)c(O)c([N+](=O)[O-])c1	0.7	-0.32
COP(=O)(OC)C(NC(=O)C(C)(C)C)=C(Cl)Cl	6.0	0.1
NC(=O)CSP(=O)(c1ccccc1)c1ccccc1	-2.2	x
COC(=O)C1=C(c2ccc(-c3ccccc3)c(F)c2)C[C@@H]2CC[C@H]1N2C(=O)N1CCCCC1	-0.1	x
CC(C)C(=O)Nc1ccc(S(=O)(=O)N2CC3CC(C2)c2cccc(=O)n2C3)cc1 (stereo not given)	-2.2	-0.31
COC(=O)C1=C(c2ccc(C(C)=O)cc2)C[C@@H]2CC[C@H]1N2C(=O)NCc1ccc2c(c1)OCO2	-0.8	x
CC1CCCCN1C(=O)c1ccc(N2CC3CC(C2)c2cccc(=O)n2C3)c([N+](=O)[O-])c1 (stereo not given)	-0.2	-0.12

# More entries:
# Each structure is followed by: STK33 inh | Kir21 inh
COc1cc2c(cc1OC)-c1c(OC)c(OC)cc3c1C(C2)N(C)CC3 (stereo not given)
    1.7 | 0.59
COc1cc(OC)c(OC)cc1CN1CCN(C(=O)Cc2ccccc2)CC1
    -0.6 | -0.02
Cc1ccc(CN2CCN(CC(=O)N3CCC4(CC3)OCCO4)C2=O)cc1
    0.3 | -1.7
CC12CN3CCN(CC(C3)/C1=N/NC(N)=O)C2
    -1.7 | -0.28
C=CCn1c(O)c(C(C)=NCCc2c[nH]c3ccccc23)c(=O)[nH]c1=O
    1.4 | -1.2
CCc1ccccc1N1C(=O)CC(=O)NC1=O
    -1.3 | 0.1
COC(=O)C1=C(c2ccc(OC)c(OC)c2)C[C@@H]2CC[C@H]1N2C(=O)NCCNC(C)=O
    -0.4 | x
CC1CC2(O)c3no[n+]([O-])c3CCC2N1O (stereo not given)
    -2.8 | 0.7
NC(=O)Cn1cc(C(=O)c2ccccc2)c2ccccc21
    0.1 | 1.1
CC(=NCCN1CCCCC1)c1c(O)n(-c2ccc(Cl)cc2)c(=O)[nH]c1=O
    -0.6 | -0.08
CC(C)c1ccc(N2C(=O)NC(=O)/C(=C\C=C\c3ccco3)C2=O)cc1
    -0.3 | 0.01
COc1ccc(Cn2c(O)c(/C=N/NC(=O)c3ccccc3O)c(=O)[nH]c2=O)cc1
    -1.6 | 0.16
C#CC(CC)(CC)NC(=O)Nc1ccc(OCC)cc1
    -1.6 | -0.84
COc1cc(C)c(CNCCc2c[nH]c3ccccc23)cc1C
    -1.4 | -6.9*
C[C@]12C=CC(=O)C=C1C=C[C@@H]1C2CC[C@]2(C)C(=O)CCC12 (stereo not given in full)
    0.4 | 0.26

# The listing continues.
# Each structure is followed by: STK33 inh | Kir21 inh
CCCC(C)C(=O)NC1CCSC1=O (stereo not given)
    0.2 | 1
Cn1c(O)c(C(=O)c2ccccc2)c(=O)n(C)c1=O
    -0.7 | 0.85
Cc1nn(Cc2ccccc2)c(Cl)c1C(=O)O
    -0.8 | -0.17
CN1CCN(Cc2cc3c(cc2[N+](=O)[O-])OCO3)CC1
    -1.3 | 1.4
C[C@]12CC[C@H](O)CC1=CCC1C2CC[C@@]2(C)C1C[C@@H]1CC(=O)O[C@@H]12 (stereo not given in full)
    -0.9 | x
Cc1ccc(S(=O)(=O)N(C)c2ccc(C(=O)NCC3(N(C)C)CCCCC3)cc2)cc1
    -0.9 | 0.21
C#CCOc1ccc2c(c1)c(C(C)=O)c(C)n2Cc1ccccc1
    -0.4 | 1
CCN(CC)CCCN=Cc1c(O)n(-c2ccccc2F)c(=O)[nH]c1=O
    -2.0 | 0.84
CN1CCN(c2nc(N(C)C)oc(=O)c2C#N)CC1
    0.9 | 0.65
CC(=O)OCC[N+](C)(C)C
    -3.0&-1.0&-1.1 | -0.72&-1.2&1.9
CCCCCn1c(N)c(C(=O)NCCN2CCOCC2)c2nc3ccccc3nc21
    -1.2 | 1.1
Fc1ccccc1CNC1CN2CCC1CC2 (stereo not given)
    0.4 | -0.68
O=C(Nc1ccc(Cl)cc1)OC1CN2CCC1CC2 (stereo not given)
    1.6 | -1.4
C=CCn1c(O)c(C(C)=Nc2ccc(NC(C)=O)cc2)c(=O)[nH]c1=O
    -1.5 | -0.35
C=Cc1ccc(Cn2c(C(=O)O)c(C=O)c3ccccc32)cc1
    -0.7 | -1.1

# Looked up one by one from the list above:
# Each structure is followed by: STK33 inh | Kir21 inh
C=CCn1c(O)c(C(C)=Nc2ccc(NC(C)=O)cc2)c(=O)[nH]c1=O
    -1.5 | -0.35
CCN(CC)CCCN=Cc1c(O)n(-c2ccccc2F)c(=O)[nH]c1=O
    -2.0 | 0.84

# Complete entries as entered above.
# `CN1CCN(c2nc(N(C)C)oc(=O)c2C#N)CC1` is entered as STK33 inh = 0.9; Kir21 inh = 0.65
# `O=C(Nc1ccc(Cl)cc1)OC1CN2CCC1CC2` (stereo not given) is entered as STK33 inh = 1.6; Kir21 inh = -1.4

# Back to the main list, repeating the 2 entries before the break.
# Each structure is followed by: STK33 inh | Kir21 inh
C=CCn1c(O)c(C(C)=Nc2ccc(NC(C)=O)cc2)c(=O)[nH]c1=O
    -1.5 | -0.35
C=Cc1ccc(Cn2c(C(=O)O)c(C=O)c3ccccc32)cc1
    -0.7 | -1.1
CC1=CC(=O)C2=C(C)C[C@H](O)[C@@H]3[C@H](OC(=O)[C@H]3C)[C@@H]12
    0.8 | x
CCOC(=O)C1=C(N)OC2=C(C(=O)CCC2)[C@]12C(=O)N(CC(N)=O)c1ccccc12
    -0.3 | -0.4
O=C(Nc1cccc2ccccc12)c1nn(C23CC4CC(CC(C4)C2)C3)cc1Br
    -1.4 | -0.17
Cc1ccc(NC(=O)c2ccc(C)c(S(=O)(=O)N3CCCCC3)c2)nc1
    -1.0 | 0.07
COc1cccc(CNC(=O)CCC(=O)N2C[C@H]3C[C@H](C2)c2cccc(=O)n2C3)c1OC
    3.1 | 0.19
COC(=O)C1=C(c2cccc(C#N)c2)C[C@@H]2CC[C@H]1N2C(=O)N1CCCCC1
    -2.0 | x
COC(=O)C1=C(c2ccc(F)cc2OCc2ccccc2)C[C@@H]2CC[C@H]1N2C(=O)NCCNC(C)=O
    -0.5 | x
O=C(c1cc(S(=O)(=O)N2CCOCC2)ccc1F)N1CCC2(CC1)OCCO2
    0.4 | 2.4
CN1CCC(O)(c2ccc(Cl)cc2)C(C(=O)c2ccc(Cl)cc2)C1 (stereo not given)
    -0.6 | -3.4
CNC(=O)Nc1ccc(C(=O)N/N=C\C23CC[C@@H](O)CC2(O)CC[C@@H]2[C@@H]3CCC3(C)C(C4=CC(=O)OC4)CCC23O)cc1 (stereo not given in full)
    0.3 | -0.7
CC(C)(C)NC(=S)N1CCn2cccc2C1c1cccnc1 (stereo not given)
    1.4 | 0.59
COC(=O)C1=C(c2ccc(C(C)=O)cc2)C[C@@H]2CC[C@H]1N2C(=O)NCCOc1ccccc1Cl
    -0.1 | x
C=CCN(CC=C)C(=O)Nc1ccc(OCC)cc1
    -1.1 | 0.28
CCCCCCn1c(O)c(C=NC2CCCCC2N)c(=O)[nH]c1=O (stereo not given)
    -1.3 | -0.53
Cc1ccc(-c2ccc(=O)n(CCC(=O)N3CCC4(CC3)OCCO4)n2)cc1
    0.4 | 0.48

# (next part)
# Each structure is followed by: STK33 inh | Kir21 inh
NP(=O)(OCC(F)(F)F)Oc1ccc(Cl)cc1 (stereo not given)
    0.3 | 1.3
O=c1[nH]c(=S)n(Cc2ccc(F)cc2)c(O)c1C=NCCCn1ccnc1
    0.0 | 0.7
CCOC(=O)N(C)c1ccc(C(O)(C(=O)OCC)C(F)(F)F)cc1 (stereo not given)
    -0.8 | -0.68
COC(=O)C1=C(c2ccc(F)cc2F)C[C@@H]2CC[C@H]1N2C
    -0.3 | x
CCN(CC)C(=O)c1ccc(NC(=O)CSc2nnnn2-c2cc(OC)ccc2OC)cc1
    -0.9 | 0.43
COC(=O)C1=C(c2ccc(F)cc2OCc2ccccc2)C[C@@H]2CC[C@H]1N2C(=O)NCC1CC1
    0.3 | x
O=C(c1cccc([N+](=O)[O-])c1)C12CN3CN(CN(C3)C1)C2
    -2.0 | 1.1
